Screening results: PubChem, Sanford-Burnham Center for Chemical Genomics
NR3A LBD binder: modulates the human NR3A ligand-binding domain | Tm shift relative to glycine control, % at 25 µM | 2.5% of 340,000 active | NR3A LBD differential scanning fluorimetry, Tm shift; 0% = protein alone, 100% = glycine-bound protein;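 active = melting temperature shift of at least 10% of the positive control shift, at one fixed dose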
SENP6 inh: SENP6 protease inhibition; Q9GZR1; Recombinant SENP6 catalytic domain, aminoluciferin luminescence; inhibition, % at 10 µM; 1.8% of 330,000 active; AID 2599;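 active = inhibition above about 50% at the single tested dose, limit read from the data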;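 also: plate controls were DMSO wells with enzyme for no effect and DMSO wells lacking enzyme for full effect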
Target sequence (Q9GZR1 628-1112 limits assumed): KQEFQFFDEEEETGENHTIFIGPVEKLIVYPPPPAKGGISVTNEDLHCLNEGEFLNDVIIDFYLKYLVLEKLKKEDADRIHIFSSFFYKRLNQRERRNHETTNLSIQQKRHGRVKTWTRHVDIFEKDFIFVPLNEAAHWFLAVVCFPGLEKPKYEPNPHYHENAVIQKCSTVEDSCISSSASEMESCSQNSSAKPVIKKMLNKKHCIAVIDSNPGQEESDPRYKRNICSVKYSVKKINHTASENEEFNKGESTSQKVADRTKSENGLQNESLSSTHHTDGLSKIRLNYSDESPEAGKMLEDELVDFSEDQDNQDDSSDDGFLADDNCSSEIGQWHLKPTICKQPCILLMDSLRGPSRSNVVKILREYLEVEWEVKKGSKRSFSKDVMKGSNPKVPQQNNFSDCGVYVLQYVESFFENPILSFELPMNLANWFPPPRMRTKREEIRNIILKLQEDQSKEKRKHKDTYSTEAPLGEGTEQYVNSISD
MPTP block: blocks calcium-induced mitochondrial swelling. isolated mouse mitochondria, Ca2+ swelling absorbance, 30 min. inhibition, % at 10 µM. 1.4% of 360,000 active;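 active = inhibition of 50% or more, scaled per plate between neutral and stimulator controls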;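 also: 0% = DMSO wells given calcium and 100% = 1 mM EGTA wells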
SENP8 inh: blocks human SENP8 cleavage of Nedd8 substrate | Q96LD8 | recombinant SENP8, Nedd8 substrate fluorescence | inhibition, % at 20 µM | 0.64% of 360,000 active | AID 602440; in the data active = inhibition mostly above about 40%, no sharp cut-off; inactive = mostly below about 27%
PfG6PD inh: PfG6PD (Plasmodium falciparum) enzyme inhibition; 0.78% of 350,000 active; PfGluPho enzyme, NADPH resazurin-diaphorase fluorescence; inhibition, % at 20 µM;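 active = inhibition reaching at least a set limit at 20 µM in the primary screen, cut at about 59% in these data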;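 also: 0% = DMSO wells with substrate and 100% = DMSO wells lacking glucose-6-phosphate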
SENP1 FRET inh: inhibitors of human SENP1 SUMO protease catalytic domain; 0.21% of 360,000 active; recombinant SENP1 catalytic domain, CyPet-SUMO1-YPet FRET cleavage; AID 624204; inhibition, % at 10 µM; Q9P0U3;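 active = inhibition at least 30% at 10 µM, raw YFP signal under a set limit, fluorescence ratio 0.5 to 1.5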;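 also: 0% = enzyme with DMSO and 100% = no enzyme wells; some results filed as inactive read as strong as hits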
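Compound: 10 µM single point, 0.5% DMSO; Test system: hSENP1 catalytic domain, recombinant; Timing: 50 min reaction at room temperature; Technique: FRET, CFP and YFP emission; Control set: no-enzyme wells low, DMSO-plus-enzyme wells high control.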
ATG4B inh: ATG4B (human) cysteine protease inhibition | Q9Y4P1 | ATG4B cleavage of LC3-PLA2, NBD-HPC fluorescence, 1 h | AID 504462 | 0.51% of 340,000 active | inhibition, % at 8.33 µM; in the data active = inhibition above about 40%
hIAP activ: human IAP activation | purified human IAP, CDP-Star luminescence, 30 min; hits give high values; 1 = vehicle-only enzyme, 0 = enzyme-free background | activation factor at 10 µM | 0.16% of 330,000 active;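 active = activation factor of the enzyme at least 2-fold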; also: the source names both 10 and 20 µM as test concentration; values of inactives mirror those of a sister screen read the other way
Target sequence (P09923 whole entry, looked up): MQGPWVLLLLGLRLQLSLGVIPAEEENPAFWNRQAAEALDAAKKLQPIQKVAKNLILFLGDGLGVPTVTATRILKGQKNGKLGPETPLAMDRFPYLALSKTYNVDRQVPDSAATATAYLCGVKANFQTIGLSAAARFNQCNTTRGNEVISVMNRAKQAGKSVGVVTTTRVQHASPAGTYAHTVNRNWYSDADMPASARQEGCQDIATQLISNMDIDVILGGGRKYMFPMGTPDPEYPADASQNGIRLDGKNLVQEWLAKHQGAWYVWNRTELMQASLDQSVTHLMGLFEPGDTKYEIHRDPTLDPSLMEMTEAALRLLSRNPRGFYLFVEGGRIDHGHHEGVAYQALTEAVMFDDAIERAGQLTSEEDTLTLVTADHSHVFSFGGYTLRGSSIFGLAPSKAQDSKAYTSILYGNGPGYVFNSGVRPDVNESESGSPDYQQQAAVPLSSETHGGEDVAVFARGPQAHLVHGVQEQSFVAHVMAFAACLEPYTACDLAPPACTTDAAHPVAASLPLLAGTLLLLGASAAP
An asterisk follows results filed as active; / = not tested or not shown.

SMILES | NR3A LBD binder | SENP6 inh | MPTP block | SENP8 inh | PfG6PD inh | SENP1 FRET inh | ATG4B inh | hIAP activ
CCCOc1ccccc1N1C(=O)CC(N2CCOCC2)C1=O (stereo not drawn) | -1 | 5 | 0.0 | 11 | 8 | 2 | -3 | 0.97
COc1ccnc(N=CNOCc2ccc(C)cc2)c1C#N | -2 | -15 | 0.0 | 22 | -4 | 2 | -10 | 0.83
Cc1ccc(N(C(=O)Cc2cccs2)C2C=CS(=O)(=O)C2)cc1Cl (stereo not drawn) | -1 | -13 | 0.6 | 16 | -3 | -1 | -3 | 1.3
CCOC(=O)C1=C(C)N(CCCCCC(=O)O)C(=O)NC1c1ccc([N+](=O)[O-])cc1 (stereo not drawn) | 1 | -10 | -0.2 | 21 | -11 | 4 | 9 | 0.91
CCN(c1cc(C)cc(C)c1)S(=O)(=O)c1nnc(NC(=O)c2ccco2)s1 | -3 | -15 | 0.9 | -252 | -3 | -5 | -2 | 0.97
COc1ccc(N2CCN(S(=O)(=O)c3ccc(Cl)c(C(F)(F)F)c3)CC2)cc1 | -2 | 1 | 2.7 | 20 | -7 | -1 | -10 | 1
CC(Sc1nc(NCc2ccccc2)nc(N2CCOCC2)n1)C(=O)Nc1ccccc1 (stereo not drawn) | 1 | -4 | 3.5 | 7 | -7 | 0 | 3 | 0.94
CC1CCCCC1NC(=O)CCc1nc2sc3c(c2c(=O)[nH]1)CCCC3 (stereo not drawn) | -3 | 9 | 0.9 | -64 | -3 | -20 | 3 | 0.9
CC(Sc1nnc(-c2cccs2)n1C1CC1)C(=O)NCC1CCCO1 (stereo not drawn) | 1 | 7 | -1.5 | -6 | -8 | 0 | -5 | 1
COc1ccc(CCNC(=O)c2ccc(-c3ccc([N+](=O)[O-])cc3)o2)cc1OC | 1 | / | 5.8 | 14 | 22 | -14 | -15 | /
Cc1cc(OCC(=O)N2CCOCC2)ccc1[N+](=O)[O-] | -1 | -12 | -0.1 | 30 | 1 | 0 | -8 | 1.1
c1cc(C(c2nnnn2C2CCCCC2)N2CCN3CCCC3C2)ccn1 (stereo not drawn) | 1 | 10 | -0.2 | 1 | -5 | -17 | -9 | 1.1
CCOc1ccc(NS(=O)(=O)c2cc(C(=O)N3CCCC3)ccc2Cl)cc1 | 1 | -6 | -0.4 | 8 | 3 | 2 | 12 | 1
CC(=O)NC(C)c1nc2ccccc2n1CC(=O)NC(C)CCc1ccccc1 (stereo not drawn) | -2 | 11 | 1.5 | 4 | -4 | -8 | 5 | 0.97
CCOC(=O)c1c(NC(=O)CSc2nc3cccnc3n2C)sc(C(C)=O)c1C | -1 | -3 | 92* | 12 | 2 | 18 | -7 | 0.85
CCOc1ccc(S(=O)(=O)N2CCCC(C(=O)NCCN3CCOCC3)C2)cc1Cl (stereo not drawn) | -1 | -9 | -1.6 | 10 | -2 | 0 | -2 | 1.1
CC(C)(C)CN1C(=O)C(=O)NC[C@@H]1CCCCN | -1 | -17 | 1.6 | 5 | -21 | 1 | 3 | 1.1
O=C(COC(=O)C1CCN(S(=O)(=O)c2cccs2)CC1)c1ccccc1 | 0 | 9 | -0.8 | 22 | -1 | 1 | -2 | 1.1
COc1cccc(CNC(=O)C2CCCN(c3cnccn3)C2)c1 (stereo not drawn) | -3 | 3 | -2.8 | -203 | -8 | 1 | 4 | 1.1
C=CC[C@@H](Cc1ccc(F)cc1)C(=O)OC[C@H]1CCCN1C(=O)[C@@H](CC=C)CC(=O)N(CCO)Cc1ccccc1 | 2 | -21 | 0.3 | 11 | 20 | 0 | 15 | 1.1
CCc1ccc(CNC(=O)C2CCN(S(=O)(=O)N3CCC(C)CC3)CC2)cc1 | 1 | 9 | 0.1 | 16 | 14 | 1 | -9 | 1
O=S(=O)(c1ccc(NCCCO)nc1)N1CCOCC1 | 0 | -1 | 0.7 | -20 | -9 | 0 | 7 | 0.96
CC(C)c1ccc(C(C)NCCS(=O)(=O)c2ccc(Br)cc2)cc1 (stereo not drawn) | -2 | -9 | 2.9 | 3 | 9 | 0 | 2 | 1
O=S(=O)(Nc1ccccc1F)c1cccc(NC(=S)NCCN2CCOCC2)c1 | 2 | 7 | -0.8 | 11 | 96* | 1 | -19 | 0.89
Cc1ccc(S(=O)(=O)N2CCN(C(=O)c3ccnn3C)CC2)cc1C | 0 | -4 | 0.3 | 4 | -10 | -1 | 2 | 1.2
COc1ccccc1CC1CC(=O)N(c2cccc(Cl)c2C)C1=O (stereo not drawn) | 0 | -13 | 0.7 | 14 | -12 | 1 | 3 | 0.69
COc1ccc2oc(C(=O)OCC(=O)N3CCN(S(=O)(=O)c4ccccc4)CC3)c(C)c2c1 | 2 | -3 | -1.8 | -382 | 0 | -5 | -15 | 0.95
O=C(NNC(=O)c1ccc(Br)s1)NC1CCCCC1 | -2 | -4 | -0.5 | 8 | 25 | 1 | 6 | 1.3
COc1ccc(C(=O)N2CCN(c3ncccn3)CC2)cc1[N+](=O)[O-] | 4 | -3 | 0.5 | 10 | -15 | 1 | 5 | 1
CCn1c(CN2CCN(C(=O)c3ccco3)CC2)nc2c1c(=O)n(C)c(=O)n2C | -3 | -25 | 0.4 | 12 | -23 | 3 | 3 | 0.94
Cc1cc(NCc2ccco2)n2ncnc2n1 | 0 | -9 | 3.0 | 24 | -4 | -1 | -4 | 1
OC(C[n+]1ccccc1)c1ccccc1 (stereo not drawn) | 0 | 19 | 1.3 | 11 | -8 | 3 | -7 | 1.1
Cc1ncc(CSCC(=O)Nc2cc(C(F)(F)F)ccc2Cl)c(CO)c1O | 3 | -11 | 0.3 | -48 | -12 | 2 | 3 | 0.98
O=C(Nc1ccc(Br)cc1)c1cc(-c2ccncc2)nc2ccccc12 | 2 | -4 | 1.4 | -4 | 7 | 9 | -4 | 0.92
O=C(CC(=O)c1ccccc1)Nc1cccnc1 | -2 | -20 | 1.1 | 4 | -4 | 0 | -2 | 0.9
CCN(C(=O)CSc1nc2ccccc2c(=O)n1-c1ccccc1F)C1CCS(=O)(=O)C1 (stereo not drawn) | 1 | -2 | 6.7 | 10 | -2 | -2 | 3 | 0.95
O=C(O)CCC(=O)N1CCc2cc(S(=O)(=O)NC3CCCC3)ccc21 | 1 | -13 | 0.2 | 8 | -7 | 0 | -15 | 1.1
Cc1cc(NC(=O)c2cccc(C)c2[N+](=O)[O-])no1 | -1 | 20 | 0.7 | 21 | -7 | 2 | -3 | 1.2
O=C(CSC1=Nc2ccccc2C2CC=NN12)NCc1ccco1 (stereo not drawn) | -2 | 1 | 0.0 | 10 | -1 | -61 | -1 | 1.1
O=C(COc1ncnc2ccccc12)NCCC1=CCCCC1 | 1 | -26 | 7.8 | 18 | -9 | -2 | 5 | 1.2
CSc1nc2nc3c(cc2c(=O)n1-c1ccc(C)cc1)COC(C)(C)C3 | -2 | 1 | -0.7 | -30 | 2 | -2 | -9 | 1.1
c1ccc2oc(CCc3nc4ccccc4o3)nc2c1 | 2 | -20 | -0.9 | -4 | -11 | -1 | -2 | 1.1
COc1cc(NS(=O)(=O)c2ccc(N/C=C\C(=O)c3ccc(F)cc3)cc2)nc(OC)n1 | -1 | 1 | -31 | -371 | -34 | -111 | -3 | 0.98
CCC(C)NS(=O)(=O)c1ccc(OCC(=O)N2CCCCC2)cc1 (stereo not drawn) | -2 | -2 | -0.3 | 3 | -7 | 2 | 1 | 1
C=CC[C@@H](CC(=O)N(CCO)Cc1ccccc1)C(=O)NC[C@@H](OC(=O)[C@@H](CC=C)CC(=O)OC(C)(C)C)c1ccccc1 | 0 | 4 | 0.3 | 15 | 17 | 2 | 7 | 0.9

Some values from above:
`CSc1nc2nc3c(cc2c(=O)n1-c1ccc(C)cc1)COC(C)(C)C3` in SENP6 inh = 1
`Cc1cc(NC(=O)c2cccc(C)c2[N+](=O)[O-])no1` in ATG4B inh = -3
`O=C(COc1ncnc2ccccc12)NCCC1=CCCCC1` in SENP1 FRET inh = -2
`CCC(C)NS(=O)(=O)c1ccc(OCC(=O)N2CCCCC2)cc1` (stereo not drawn) in SENP6 inh = -2
`O=C(Nc1ccc(Br)cc1)c1cc(-c2ccncc2)nc2ccccc12` in MPTP block = 1.4

Structural class, the entries above with a tert-butyl group.
SMILES | NR3A LBD binder | SENP6 inh | MPTP block | SENP8 inh | PfG6PD inh | SENP1 FRET inh | ATG4B inh | hIAP activ
CC(C)(C)CN1C(=O)C(=O)NC[C@@H]1CCCCN | -1 | -17 | 1.6 | 5 | -21 | 1 | 3 | 1.1
C=CC[C@@H](CC(=O)N(CCO)Cc1ccccc1)C(=O)NC[C@@H](OC(=O)[C@@H](CC=C)CC(=O)OC(C)(C)C)c1ccccc1 | 0 | 4 | 0.3 | 15 | 17 | 2 | 7 | 0.9

Following part.
SMILES | NR3A LBD binder | SENP6 inh | MPTP block | SENP8 inh | PfG6PD inh | SENP1 FRET inh | ATG4B inh | hIAP activ
CCOc1ccc(C(=O)NC(=S)Nc2ccccc2OC)cc1[N+](=O)[O-] | 3 | 19 | 0.9 | 10 | 0 | 0 | 4 | 1
CCCNC(=S)NC1CC2CCC(C1)N2Cc1ccccc1 (stereo not drawn) | -3 | -11 | -0.6 | 27 | 3 | 1 | -2 | 0.92
C=CCSc1nnc2c(n1)OC(c1ccco1)Nc1ccccc1-2 (stereo not drawn) | 2 | 9 | 0.2 | 2 | 9 | 6 | -7 | 0.94
O=C(Nc1cccc([N+](=O)[O-])c1)c1ccc2c(c1)C(=O)N(c1ccccn1)C2=O | -18 | -46 | -1.8 | 6 | 1 | 2 | 9 | 0.84
CC(C)N(c1ccccc1)c1ccc(NC(=O)COC(=O)CCN2C(=O)c3cccc([N+](=O)[O-])c3C2=O)cc1 | -6 | -40 | 3.4 | 11 | -16 | -8 | -5 | 1.1
CCCCOC(=O)Nc1ccc(S(=O)(=O)Nc2nccs2)cc1 | -1 | -18 | 0.9 | 17 | -16 | 0 | 7 | 1.1
COc1cccc2cc(C(=O)NCc3ccc(Cl)cc3)c(=O)oc12 | 3 | 6 | 1.6 | -56 | -41 | -5 | -1 | 0.92
Oc1c(C=Nc2ccccc2)sc(=S)n1Cc1ccccc1 | -6 | 9 | 1.9 | 1 | 8 | -23 | 28 | 0.77
COc1ccc(CNC(=O)Cn2nc(-c3ccc4c(c3)OCCO4)ccc2=O)cc1 | -5 | -27 | -0.8 | -60 | -8 | 4 | -1 | 1
CN1CCN(c2nnc(-c3ccc(Cl)cc3)c3ccccc23)CC1 | -3 | -14 | -0.7 | 19 | 3 | 1 | -15 | 1
O=C(NCCO)C(=O)NCC1OCCCN1S(=O)(=O)c1ccc2c(c1)OCCO2 (stereo not drawn) | -1 | -6 | 0.9 | 5 | 1 | -1 | -3 | 1.1
CCOc1ccccc1NC(=O)C(Sc1nnc2ccccn12)c1ccccc1 (stereo not drawn) | -1 | -20 | 1.5 | -7 | 2 | 3 | -4 | 0.93
O=C(Cn1cc(COc2c(F)c(F)c(Br)c(F)c2F)nn1)c1ccc(O)cc1 | -9 | / | 0.4 | 8 | -34 | 3 | 2 | /
C/C(=N/Nc1nc(-c2ccc(Cl)cc2)cs1)c1cccs1 | 0 | -1 | 11 | -20 | 41 | 4 | -12 | 1.1
COc1ccc(CCNC(=O)c2cc3c(C)nccc3[nH]c2=O)cc1OC | -2 | -17 | 0.4 | 18 | -4 | -4 | -4 | 0.95
CCc1ccc(C(=O)COC(=O)c2cnccn2)cc1 | 3 | 17 | 1.8 | 18 | -5 | 0 | 5 | 1.1
CC(=O)c1c(NCCc2ccccc2)cc(C)oc1=O | 0 | -9 | -0.5 | 1 | -2 | 1 | 4 | 0.82
COc1ccc(-c2sc3ccc(OC)cc3c2-c2ccc(OCCN3CCOCC3)cc2)cc1 | 5 | / | -1.7 | -150 | 21 | 1 | 3 | /
O=C(CCNc1ccc(Cl)cc1)c1cccs1 | -8 | 6 | 1.2 | 20 | 14 | -1 | 24 | 1.3
CCOC(=O)C(C(C)C)C(N)Cc1ccc(F)cc1 (stereo not drawn) | 0 | -7 | -0.1 | 14 | -11 | 3 | 10 | 1.1
Cc1cc(=O)oc2c(C)c(OCC(=O)NC3CCN(Cc4ccccc4)CC3)ccc12 | 3 | 1 | -1.1 | -107 | 7 | -3 | -3 | 0.83

Not a hit list. About 6.7% of those tested had a hit in this group.
